Source: PubChem BioAssay
rCAG binder – binders of r(CAG) RNA repeats, primary screen, biochemical, fluorescence | r(CAG) RNA repeat, TO-PRO-1 dye displacement fluorescence | inhibition, % at 3 µM | actives 1.3% (n = 370,000) | AID 651821, 2012;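 active = inhibition above the plate cutoff, the mean of all test compounds on that plate plus 3 SD, cut at about 35% in these data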;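 also: 0% = DMSO alone and 100% = 100 µM mitoxantrone as full dye displacement; higher means more dye released from RNA so lower well fluorescence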
ASAP1 GAP inh – inhibitors of human ASAP1 ArfGAP activity, primary screen, biochemical, fluorescence polarization | Arf-GAP with SH3 domain, ANK repeat and PH domain-containing protein 1 (Homo sapiens), … | ASAP1-stimulated ARF1 GTP hydrolysis, GDP FP detection | inhibition, % at 16.5 µM | actives 0.19% (n = 360,000); in the data active = inhibition above about 25%;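 also: 0% = vehicle with enzyme and substrate and 100% = no enzyme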
ADAM10 inh – human ADAM10 inhibitors, primary screen, biochemical, QFRET, HTS. recombinant ADAM10, EDANS/DABCYL FRET peptide cleavage, 3 h. inhibition, % at 7 µM. actives 0.62% (n = 370,000). AID 720582, 2013;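 active = inhibition above a per-campaign cutoff equal to the mean of compounds falling between control-based bounds plus 3 SD, cut at about 20% in these data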;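 also: 0% = DMSO wells while the 100% control is not disclosed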
HGIII-sPLA2 inh – human group III sPLA2 inhibitors, primary screen, biochemical, QFRET, BODIPY PC-A2 liposome substrate; actives 0.56% (n = 370,000); QFRET BODIPY PC-A2 liposome hydrolysis, fluorescence; Group 3 secretory phospholipase A2 (Homo sapiens), Q9NZ20; inhibition, % at 12.2 µM; AID 743126, 2013;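 active = inhibition above mean plus 3 SD of compounds lying within the high and low control bounds, cut at about 19% in these data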;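 also: 0% = median of test compound wells and 100% = no enzyme DMSO wells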
FXN GAA850 act – FXN promoter activators, primary screen, cell-based, luciferase luminescence, HEK293 lucGAA850; HEK293 lucGAA850 FXN promoter luciferase reporter, 24 h; percent of 10 µM SAHA response; activation, % at 6 µM; actives 0.56% (n = 360,000);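 active = activation above the average of all compounds screened plus 3 SD, cutoff fixed separately per campaign, cut at about 7.5% in these data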;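 also: 0% = DMSO wells and 100% = 10 µM SAHA wells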
proKLK7 act – proKLK7 zymogen activators, primary screen, biochemical, fluorescence intensity | activation, % at 7 µM | Kallikrein-7 (Homo sapiens), P49862 | purified proKLK7, EDANS-DABCYL substrate fluorescence; 100% is mature enzyme control, 0% vehicle | actives 0.9% (n = 370,000);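 active = activation above the mean of all tested compounds plus 3 SD, computed per campaign excluding outliers beyond control limits, cut at about 13% in these data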
NPR1 activator – GC-A stimulated cGMP production enhancers – HEK293 GC-A cells, cGMP TR-FRET, EC30 ANP, primary screen; Atrial natriuretic peptide receptor 1 (Homo sapiens), P16066; 0% at EC30 ANP, 100% saturating ANP; activation, % at 10 µM; actives 0.14% (n = 370,000); in the data active = activation above about 40%
DDE Tn6 FP inh – inhibitors of Tn6 peptide binding to fibrin DD(E), primary screen, biochemical, fluorescence polarization, human fibrin, Tn6 probe | Fibrin DD(E) TRITC-Tn6 fluorescence polarization displacement | actives 0.21% (n = 370,000) | Fibrinogen beta chain (Homo sapiens), P02675 | AID 720509, 2013 | inhibition, % at 8.3 µM;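 active = inhibition above a per-campaign cutoff: mean of compounds within control limits plus 3 SD, cut at about 15% in these data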;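 also: 0% = median of all compound wells on the plate and 100% = blocking peptide control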
ARFGAP1 inh – inhibitors of rat ARFGAP1 GAP activity, primary screen, biochemical, fluorescence polarization, GDP tracer; inhibition, % at 16.5 µM; AID 651572, 2012; actives 0.26% (n = 360,000); Arfgap1-stimulated ARF1 GTP hydrolysis, GDP FP detection;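 active = inhibition above a per-plate limit, mean inhibition of low control wells plus 3 SD, cut at about 25% in these data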;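 also: 0% = DMSO wells with enzyme and 100% = wells lacking Arfgap1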
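Material – truncated rat Arfgap1 GAP domain · Buffer or medium – HEPES-based buffer, pH 7.5 · Reagent – human ARF1(Δ1-17)-GTP substrate · Dosing – 16.5 µM single point, 1.26% DMSO · Schedule – GTP hydrolysis reaction 2 h at 25 °C · Technique – GDP detection by fluorescence polarization · Benchmarks – No-Arfgap1 wells (100%) versus DMSO full-reaction wells (0%) · Repeats – single replicate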
NPR2 activator – human GC-B receptor activators, primary screen, HEK293 GC-B cells, cGMP TR-FRET, EC30 CNP. Atrial natriuretic peptide receptor 2 (Homo sapiens), P20594. 0% at EC30 CNP, 100% saturating CNP. activation, % at 10 µM. actives 0.11% (n = 370,000). AID 1920062, 2024;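 active = activation at 10 µM reaching about 35% in either raw or pattern-adjusted values, limit read from the data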
Target sequence (P20594 whole entry, looked up): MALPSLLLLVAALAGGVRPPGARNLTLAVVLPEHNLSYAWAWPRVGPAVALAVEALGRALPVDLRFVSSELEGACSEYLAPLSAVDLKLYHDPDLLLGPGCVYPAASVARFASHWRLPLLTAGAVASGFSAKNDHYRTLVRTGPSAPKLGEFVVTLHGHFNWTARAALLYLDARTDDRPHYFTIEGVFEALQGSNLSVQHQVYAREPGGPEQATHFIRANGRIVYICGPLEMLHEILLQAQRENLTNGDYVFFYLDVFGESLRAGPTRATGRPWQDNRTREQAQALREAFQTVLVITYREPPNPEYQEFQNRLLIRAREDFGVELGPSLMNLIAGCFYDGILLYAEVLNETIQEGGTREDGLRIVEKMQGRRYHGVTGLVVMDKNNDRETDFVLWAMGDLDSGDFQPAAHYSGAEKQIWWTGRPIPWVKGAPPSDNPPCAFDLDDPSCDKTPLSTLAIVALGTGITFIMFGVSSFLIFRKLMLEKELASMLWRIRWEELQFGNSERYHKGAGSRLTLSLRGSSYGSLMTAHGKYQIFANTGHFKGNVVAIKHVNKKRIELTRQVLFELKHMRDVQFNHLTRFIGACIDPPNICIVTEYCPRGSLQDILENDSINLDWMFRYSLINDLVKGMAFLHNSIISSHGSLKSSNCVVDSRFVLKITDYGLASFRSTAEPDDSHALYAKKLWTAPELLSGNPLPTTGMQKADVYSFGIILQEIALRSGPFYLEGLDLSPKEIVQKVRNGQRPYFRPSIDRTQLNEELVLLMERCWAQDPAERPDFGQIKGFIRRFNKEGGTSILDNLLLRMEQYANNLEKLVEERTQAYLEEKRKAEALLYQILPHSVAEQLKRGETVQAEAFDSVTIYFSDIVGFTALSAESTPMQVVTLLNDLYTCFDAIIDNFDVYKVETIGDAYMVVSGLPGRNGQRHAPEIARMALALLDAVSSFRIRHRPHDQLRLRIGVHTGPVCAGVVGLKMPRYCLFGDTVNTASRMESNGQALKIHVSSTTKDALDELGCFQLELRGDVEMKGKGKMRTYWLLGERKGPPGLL
* = called active by the depositor; · = no result given.

1: CCC1(CC)NC(=O)N(CC(=O)OCn2nnc3ccccc3c2=O)C1=O
2: CC1CCc2nn(CC(=O)NCc3ccco3)cc2C1 (configuration not stated)
3: Cc1cc(CNC(=O)COc2ccc([N+](=O)[O-])cc2)c2ccccc2n1
4: COC(=O)C1=C(C)N(Cc2ccc(C(F)(F)F)cc2)C(=NCc2ccc(C(F)(F)F)cc2)NC1c1ccccc1 (configuration not stated)
5: Nc1nc(SCC(=O)NC2CCCCCC2)[nH]c(=O)c1-c1ccccc1
6: CC1Oc2ccccc2C=C1/C=N\NC(=O)c1cccnc1 (configuration not stated)
7: Oc1ccccc1C1SC(c2ccccc2O)SC(c2ccccc2O)S1 (configuration not stated)
8: CNc1cccc(-c2ccccc2CO)n1

compound no.	1	2	3	4	5	6	7	8
rCAG binder	0	2	0	6	-1	0	26	1
ASAP1 GAP inh	2	4	3	15	9	9	13	-12
ADAM10 inh	0	-9	2	2	-4	-121	35*	-39
HGIII-sPLA2 inh	1	-3	-1	-10	5	-5	-26	3
FXN GAA850 act	1.2	1.6	-0.7	·	0.0	5.7	0.9	0.5
proKLK7 act	0.0	0.4	0.4	0.2	-0.2	2.0	0.6	0.1
NPR1 activator	2	-2	-1	-13	-3	-1	2	2
DDE Tn6 FP inh	0	4	4	2	-2	-5	-7	1
ARFGAP1 inh	-2	-12	-4	14	19	9	21	2
NPR2 activator	4	-3	0	-9	2	-3	1	4

9: Cc1sc2ncnc(N[C@@H](Cc3c[nH]c4ccccc34)C(=O)O)c2c1C
10: COc1ccc(S(=O)(=O)NCC2CCCO2)cc1Cl (configuration not stated)
11: Cn1c(=O)c2c(nc(CN3CCN(C(=O)c4ccco4)CC3)n2Cc2ccccc2F)n(C)c1=O
12: CS(=O)(=O)N(CC(=O)N1CCN(Cc2ccc3c(c2)OCO3)CC1)Cc1ccc(Cl)cc1
13: Cc1n[nH]c(=O)n(N=Cc2c[nH]c3ccccc23)c1=O
14: CC(COc1ccc(CC#N)cc1)CN1CCC(C(O)(c2ccccc2)c2ccccc2)CC1 (configuration not stated)
15: CCC(Oc1ccccc1)C(=O)Nc1ccccc1C(=O)N1CCN(C)CC1 (configuration not stated)
16: N#Cc1ccc(/C=C2\CC3(OC(=O)c4ccco4)CCCN2C3)cc1 (configuration not stated)

compound no.	9	10	11	12	13	14	15	16
rCAG binder	15	-2	0	-8	1	1	-8	1
ASAP1 GAP inh	0	2	-4	0	1	·	11	·
ADAM10 inh	-2	3	0	2	-13	12	-5	-5
HGIII-sPLA2 inh	-48	-1	-1	-11	1	-15	-4	2
FXN GAA850 act	0.9	0.2	-2.6	-1.2	-0.3	·	0.5	·
proKLK7 act	-0.4	0.3	0.3	-0.1	-0.1	0.3	0.3	-0.2
NPR1 activator	5	-1	-4	7	-2	-11	1	0
DDE Tn6 FP inh	-6	14	-3	2	5	-2	-1	6
ARFGAP1 inh	-9	-1	-4	-9	-9	·	6	·
NPR2 activator	-1	-1	2	-4	-4	-9	0	-2

17: COc1ccc(-c2[nH]ncc2CNCCn2cccn2)c(F)c1
18: Cc1nn(C2CCS(=O)(=O)C2)c(C)c1CN(C)C(=O)c1ccccc1 (configuration not stated)
19: Nc1ccc(N2CCN(c3ccc(Cl)c(Cl)c3)CC2)cc1
20: COc1ccc(-c2nc3c(C)cc(Br)cn3c2Cc2ccccc2)cc1OC
21: O=C(Oc1cccc(-n2cnnn2)c1)c1ccco1
22: CCCCC(=O)Nc1cc(NC(=O)CCCC)cc(C(=O)O)c1
23: CN(N=Nc1nc[nH]c1C(=O)NN)C1CCCCC1
24: CCSc1nsc(NC(=O)Nc2ccccc2F)n1

compound no.	17	18	19	20	21	22	23	24
rCAG binder	-3	-2	2	6	-2	5	5	26
ASAP1 GAP inh	-9	3	7	-3	-14	-5	9	-14
ADAM10 inh	-39	-8	3	-20	0	8	1	9
HGIII-sPLA2 inh	8	16	3	-1	6	3	0	-3
FXN GAA850 act	0.3	0.2	2.3	·	3.7	0.6	-0.9	3.1
proKLK7 act	0.4	-0.1	-0.1	-0.3	0.6	0.4	-0.1	-0.5
NPR1 activator	-3	0	-2	0	3	1	-4	7
DDE Tn6 FP inh	5	3	0	1	-6	6	-2	-7
ARFGAP1 inh	-5	-1	-2	11	12	-4	1	12
NPR2 activator	0	5	2	-7	7	2	-7	7

25: O=C(O)/C=C\C(=O)Nc1ccccc1C(=O)N1CCN(c2ccc(Cl)cc2)CC1
26: CSCCC(c1nc2ccccc2[nH]1)n1c(C)nc2ccccc21 (configuration not stated)
27: Cc1nc2ccc3[nH]snc3c2n1
28: COCC(=O)N(C)C1(c2nnnn2CCOC(=O)Nc2ccc(Cl)cc2)CCCC1
29: CCc1ccc(N(C(=O)C(F)(F)F)C(C(=O)NC2CCCCC2)c2ccncc2)cc1 (configuration not stated)
30: COc1cccc(Nc2nnc(SCC(=O)N3CCOCC3)s2)c1
31: CCC1c2ccc(C)n2CCN1C(=O)Nc1cc(Cl)ccc1OC (configuration not stated)
32: COc1ccc(OCC(=O)Nc2ccccc2-c2ccccc2)cc1

compound no.	25	26	27	28	29	30	31	32
rCAG binder	-2	0	3	-6	0	3	7	-2
ASAP1 GAP inh	-7	4	-2	-16	-2	7	13	-2
ADAM10 inh	-11	1	-30	2	-3	7	-52	2
HGIII-sPLA2 inh	6	1	2	11	2	-4	-12	1
FXN GAA850 act	-0.5	·	-3.3	-1.2	-0.4	4.1	0.5	0.8
proKLK7 act	0.4	0.1	-1.6	-0.3	-0.1	0.1	2.3	-0.5
NPR1 activator	4	-22	5	2	-1	-2	0	-3
DDE Tn6 FP inh	-2	3	5	0	1	-7	1	-2
ARFGAP1 inh	-7	1	2	-4	-9	-4	4	-2
NPR2 activator	7	-14	8	-3	-2	3	-13	1

Reprinted at random: 2 records from the list.
2: CC1CCc2nn(CC(=O)NCc3ccco3)cc2C1 (configuration not stated)
25: O=C(O)/C=C\C(=O)Nc1ccccc1C(=O)N1CCN(c2ccc(Cl)cc2)CC1

compound no.	2	25
rCAG binder	2	-2
ASAP1 GAP inh	4	-7
ADAM10 inh	-9	-11
HGIII-sPLA2 inh	-3	6
FXN GAA850 act	1.6	-0.5
proKLK7 act	0.4	0.4
NPR1 activator	-2	4
DDE Tn6 FP inh	4	-2
ARFGAP1 inh	-12	-7
NPR2 activator	-3	7

Returning to the listing, starting 4 compounds before the break.
29: CCc1ccc(N(C(=O)C(F)(F)F)C(C(=O)NC2CCCCC2)c2ccncc2)cc1 (configuration not stated)
30: COc1cccc(Nc2nnc(SCC(=O)N3CCOCC3)s2)c1
31: CCC1c2ccc(C)n2CCN1C(=O)Nc1cc(Cl)ccc1OC (configuration not stated)
32: COc1ccc(OCC(=O)Nc2ccccc2-c2ccccc2)cc1
33: CCCC(=O)Nc1c(C)n[nH]c1C
34: Cc1c(C(=O)O)sc2nc(C)n(C)c(=O)c12
35: CN(CC(=O)NC1CCCCC1)S(=O)(=O)c1ccc(Cl)cc1
36: CCOC(=O)C1(CC2CCCCO2)CCN(Cc2nccn2-c2ccc(OC)cc2)CC1 (configuration not stated)
37: CCc1cc(C(=O)Cc2ccc(F)cc2)c(O)cc1O
38: CCN(CC)S(=O)(=O)c1cc(OC)c(Cl)cc1OC
39: Cc1c(CCNC=O)cc(C)c2c3c(oc12)CCCC3
40: CCN(CC)S(=O)(=O)c1ccc(Cl)c(NC(=O)c2ccc(C#N)cc2)c1

compound no.	29	30	31	32	33	34	35	36	37	38	39	40
rCAG binder	0	3	7	-2	-3	-2	1	-12	4	-4	1	3
ASAP1 GAP inh	-2	7	13	-2	5	0	8	-8	3	0	5	4
ADAM10 inh	-3	7	-52	2	-10	2	1	0	23*	-3	-40	7
HGIII-sPLA2 inh	2	-4	-12	1	11	7	1	-5	-55	-1	7	3
FXN GAA850 act	-0.4	4.1	0.5	0.8	1.4	2.0	2.3	-0.5	1.4	0.0	3.9	3.4
proKLK7 act	-0.1	0.1	2.3	-0.5	0.4	0.5	0.3	0.0	-1.8	-0.4	1.4	-0.5
NPR1 activator	-1	-2	0	-3	1	3	6	-8	4	-1	-7	-4
DDE Tn6 FP inh	1	-7	1	-2	9	-9	5	0	1	-7	7	5
ARFGAP1 inh	-9	-4	4	-2	3	-6	7	12	14	-3	3	-2
NPR2 activator	-2	3	-13	1	2	2	1	-1	-3	-3	-11	3

41: CCOc1ncccc1C(=O)OC(C)C(=O)Nc1ccc(Cl)cn1 (configuration not stated)
42: CCN1C[C@@H]2[C@@H]3C(=O)N(Cc4ccccc4)C(=O)[C@@H]3[C@](C)(C(=O)OC)N2C1=NC1CCCCC1
43: CCC(C)(C)n1nnnc1C(C(C)C)N(Cc1cccnc1)Cc1ccco1 (configuration not stated)
44: C[C@H](CO)N1C[C@H](C)[C@@H](CN(C)C(=O)Nc2ccc(C(F)(F)F)cc2)Oc2c(NS(=O)(=O)c3ccccc3)cccc2C1=O

compound no.	41	42	43	44
rCAG binder	-5	4	-8	17
ASAP1 GAP inh	3	2	-7	14
ADAM10 inh	-5	5	-1	12
HGIII-sPLA2 inh	4	0	-4	-18
FXN GAA850 act	2.0	1.3	0.7	-1.9
proKLK7 act	0.5	-0.1	0.6	-0.3
NPR1 activator	-3	-1	·	3
DDE Tn6 FP inh	2	-8	6	-7
ARFGAP1 inh	-4	-8	10	7
NPR2 activator	-1	2	·	5
